Screening results deposited in PubChem BioAssay by several laboratories.
CendR NRP1 mod: alters CendR peptide binding to human NRP-1; actives 0.85% (n = 360,000); inhibition, % at 25 µM; O14786; AID 602438; FAM-RPARPAR peptide binding to NRP-1, fluorescence polarization;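 active = inhibition or corrected inhibition above about 18%, plus a signal ratio from 0.5 to 1.5, limit read from the data, passing the limit was not always enough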; also: strong numbers were not always called active
Rin1 Abl inh: inhibitors of human Rin1-Abl protein interaction; P00519+Q13671; AID 588664; actives 0.4% (n = 360,000); TR-FRET Rin1/Abl binding, biochemical; inhibition, % at 7.35 µM; in the data active = inhibition above about 5%, passing the limit was not always enough
MsrA inhibitor: bovine MsrA inhibition. purified bovine MsrA, absorbance read-out. inhibition, % at 15.5 µM. actives 0.75% (n = 360,000); in the data active = inhibition above about 4.5%;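 also: 0% = vehicle wells with enzyme and 100% = reference inhibitor wells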
SKN-1 block: C. elegans SKN-1 inhibition; inhibition, % at 21.8 µM; AID 624304; C. elegans VP596 Pgst-4::GFP/RFP ratio, acrylamide-induced, 24 h; actives 0.49% (n = 360,000);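 active = interference check ratio from 0.5 to 1.5 plus GFP to RFP signal ratio inhibition reaching or exceeding a fixed threshold, cut at about 30% in these data, passing the limit was not always enough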; also: some compounds called inactive have numbers as strong as hits
MT1-MMP act inh: blocks activation of human MT1-MMP; P50281; HT1080 RFP-PRO-GFP cells, GFP/RFP ratio fluorescence, overnight; percent of plate control window, DMSO zero; GFP/RFP ratio change, % at 20 µM; actives 0.061% (n = 360,000); AID 651647;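 active = GFP/RFP ratio change of at least 30% with cell ATP level not reduced by more than half and red fluorescence within 50% of control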; also: strong numbers were not always called active
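Assay system: HT1080 RFP-PRO-GFP cells. Benchmarks: DMSO vehicle wells and RFP-L50D-GFP reporter cell wells. Times: overnight cell settling, then overnight compound exposure, 37 °C, 5% CO2. Compound: 20 µM single dose, 1% DMSO. Read-out basis: GFP/RFP fluorescence ratio.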
bovine MsrA act: activates bovine MsrA enzyme. purified bovine MsrA, absorbance read-out. activation, % at 10.6 µM. actives 0.3% (n = 360,000). AID 602163; in the data active = activation above about 7.5%;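 also: 0% = vehicle and 100% = reference activator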
Neddyl block: cullin neddylation inhibition. AID 651699. actives 0.58% (n = 360,000). TR-FRET cullin neddylation, biochemical. calls only at 25 µM; in the data active = inhibition above about 36%
eLon inh: inhibits E. coli Lon protease; P0A9M0; purified E. coli Lon protease, fluorescence polarization; inhibition, % at 7.94 µM; actives 0.42% (n = 360,000); AID 602123; in the data active = inhibition above about 13%, passing the limit was not always enough;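 also: 0% = enzyme with probe and DMSO and 100% = no enzyme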
Target sequence (P0A9M0 whole entry, looked up): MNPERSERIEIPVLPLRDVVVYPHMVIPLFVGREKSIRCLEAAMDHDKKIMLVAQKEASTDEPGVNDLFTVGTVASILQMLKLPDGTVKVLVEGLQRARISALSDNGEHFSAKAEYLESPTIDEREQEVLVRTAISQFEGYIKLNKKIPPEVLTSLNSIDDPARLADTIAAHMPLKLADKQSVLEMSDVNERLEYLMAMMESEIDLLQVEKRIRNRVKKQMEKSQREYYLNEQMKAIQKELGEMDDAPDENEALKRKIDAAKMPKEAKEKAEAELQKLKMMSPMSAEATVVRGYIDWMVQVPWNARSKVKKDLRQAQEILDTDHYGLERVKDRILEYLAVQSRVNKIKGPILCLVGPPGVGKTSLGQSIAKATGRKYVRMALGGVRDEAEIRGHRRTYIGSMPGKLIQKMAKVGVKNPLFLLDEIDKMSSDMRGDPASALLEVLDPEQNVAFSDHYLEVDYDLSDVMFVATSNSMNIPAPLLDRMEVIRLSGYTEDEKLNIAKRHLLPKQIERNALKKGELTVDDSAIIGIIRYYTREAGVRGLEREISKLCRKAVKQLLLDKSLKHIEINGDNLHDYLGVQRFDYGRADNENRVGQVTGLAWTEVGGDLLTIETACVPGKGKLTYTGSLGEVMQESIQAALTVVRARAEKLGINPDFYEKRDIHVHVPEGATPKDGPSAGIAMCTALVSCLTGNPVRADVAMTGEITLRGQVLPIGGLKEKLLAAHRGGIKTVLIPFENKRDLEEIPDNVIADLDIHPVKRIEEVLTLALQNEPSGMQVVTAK
FAS TE block: blocks the thioesterase domain of human fatty acid synthase. P49327. AID 602261. actives 0.67% (n = 360,000). inhibition, % at 15 µM. recombinant FAS-TE, OMFH fluorogenic substrate, fluorescence endpoint;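 active = compounds whose normalised, plate-corrected inhibition of enzyme fluorescence in the single-dose primary screen is 50% or more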;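 also: 0% = DMSO with enzyme and 100% = substrate without enzyme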
An asterisk follows results filed as active; i = inactive; . = not tested or not shown.

Each structure is followed by: CendR NRP1 mod | MT1-MMP act inh | MsrA inhibitor | eLon inh | Rin1 Abl inh | SKN-1 block | Neddyl block | bovine MsrA act | FAS TE block
- Cc1noc(C)c1C(=O)OC(C)C(=O)Nc1ccc(S(=O)(=O)NC(C)C)cc1 (centres undefined)
 : -13 | 2 | -0.3 | 3 | -2 | -4 | i | -3 | -6
- Cc1ccc(S(=O)(=O)N2C[C@H]3C(=O)C[C@@H](c4ccccc4)N(S(=O)(=O)c4ccc(C)cc4)[C@H]3C[C@H]2c2cccc(Cl)c2)cc1
 : -1 | -3 | 0.1 | 12 | -1 | -13 | i | 0 | 26
- COc1ccccc1-c1noc(CCC(=O)Nc2ccccc2Cl)n1
 : 4 | -3 | 1.6 | -6 | -2 | 2 | i | -2 | -7
- CC(C)c1ccc(CN2C(=O)NC3(CCCCCC3)C2=O)cc1
 : -4 | -1 | 0.3 | -10 | -1 | 0 | i | -1 | 10
- CNc1c(NS(=O)(=O)c2ccc(C3CCCCC3)cc2)c(=O)oc2ccccc12
 : -4 | 3 | -0.3 | -3 | 0 | 6 | . | 1 | -5
- OCCN(Cc1ccccc1)C(=S)Nc1ccc(F)cc1
 : 6 | 1 | -0.6 | 1 | -2 | 0 | i | -4 | -4
- COc1cccc(NC(=O)CNC(=O)c2ccc([N+](=O)[O-])cc2)c1
 : -3 | -2 | 0.3 | -2 | 0 | 2 | i | -5 | 1
- CCOC(=O)c1cc(NC(=O)C2C3C=CC(O3)C2C(=O)O)cc(C(=O)OCC)c1 (centres undefined)
 : 6 | 2 | 0.1 | 0 | 5 | -17 | i | -4 | -1
- CCCS(=O)(=O)NC(=O)C1(C)CCCN(C(=O)c2cc(OC)c(OC)c(OC)c2)C1 (centres undefined)
 : 7 | 3 | -1.3 | -11 | 5 | 5 | i | -3 | -10
- O=C(CN1C(=O)/C(=C2\SC(=S)N(CCS(=O)(=O)O)C2=O)c2ccccc21)Nc1cccc(Br)c1
 : -22 | 0 | -1.7 | -1 | 3 | 11 | i | -4 | 14
- COc1ccc(/C=C/C(=O)Oc2cccc(/C=N/NC(=O)Cc3ccc(Br)cc3)c2)cc1
 : 2 | -11 | -0.6 | 7 | -4 | 10 | i | -2 | 16
- O=C(NCc1ccc2c(c1)OCO2)C1CCCN1C(=O)Nc1ccc(Cl)cc1 (centres undefined)
 : -4 | -2 | -0.9 | -1 | 1 | -3 | i | -8 | 1
- CCOc1ccc(S(=O)(=O)N2CCC(C(=O)N3CCN(C)CC3)CC2)cc1Cl
 : -4 | -2 | -1.0 | -21 | 1 | -6 | i | 0 | -2
- CCOC(=O)c1ccc(NC(=O)CSc2nnc(NC(=O)c3ccc(S(=O)(=O)N4CCOCC4)cc3)s2)cc1
 : -8 | 1 | 0.2 | -7 | -3 | 0 | i | -5 | -7
- O=C(NC(=S)NNC(=O)c1cccs1)c1ccco1
 : -8 | 7 | 0.4 | 10 | -5 | 11 | i | 1 | -7
- CN(C)c1nc(N)c(C#N)c(C#N)c1C#N
 : -4 | -4 | -0.2 | -6 | 2 | -8 | i | -7 | 8
- CCOc1ccc(/C=C/C(=O)Nc2ccc(N3CCOCC3)cc2)cc1
 : 3 | -5 | 1.4 | -2 | 1 | 6 | i | -2 | 2
- CN(C(=O)CCNC(=O)Cn1ccc2ccccc2c1=O)c1ccc(Br)cc1
 : 21 | -2 | -1.5 | -10 | -1 | -19 | i | -4 | -4
- COC(=O)c1sccc1NC(=O)Cn1nnc(-c2ccc(C)cc2)n1
 : -3 | 3 | -0.7 | -4 | -2 | -4 | i | -9 | 24
- COc1ccc(-c2nnc(SCC(=O)N/N=C/c3ccccc3C(=O)O)n2-c2ccccc2)cc1
 : 13 | 0 | 0.4 | -15 | 1 | -8 | i | -10 | -13
- Cc1ccccc1NS(=O)(=O)c1ccc2c3c(cccc13)C(=O)N2C
 : 12 | 6 | 1.7 | -4 | 1 | -9 | i | -5 | -35
- C[C@H](CO)N1C[C@H](C)[C@@H](CN(C)S(C)(=O)=O)Oc2ccc(NC(=O)Nc3ccc4c(c3)OCO4)cc2C1=O
 : -4 | -4 | -0.3 | -7 | 4 | -1 | i | -1 | -8
- CSc1ccccc1C(=O)Nc1ccc(C)c(C)c1
 : 0 | 2 | 0.2 | 4 | 5 | 9 | i | -4 | 2
- NS(=O)(=O)c1ccc(NC(=S)Nc2ccc(Br)c(Cl)c2)cc1
 : 8 | -1 | -0.7 | -15 | 1 | 2 | i | -3 | 14
- CC1(C(=O)OCC(=O)NCCNC(=O)COC(=O)C2(C)CC2(Cl)Cl)CC1(Cl)Cl (centres undefined)
 : 20 | -1 | 0.8 | 2 | 1 | -4 | i | 0 | -8
- CC1CN(C(=O)CCC(=O)NCCc2ccccc2)c2ccccc2O1 (centres undefined)
 : 13 | 6 | 0.7 | -5 | 1 | 3 | i | -1 | 2
- CCOC(=O)C1(C(=O)OCC)NC(=O)CC1CC (centres undefined)
 : -2 | 1 | 0.0 | -9 | 2 | -3 | i | -1 | -6
- COC(=O)c1ccc(N2C(=O)CC(N3CCOCC3)C2=O)cc1 (centres undefined)
 : 0 | 6 | -0.7 | -6 | 2 | 3 | i | -1 | -2
- CCc1ccc(NC(=O)CCc2nnc3ccc(N4CCC5(CC4)OCCO5)nn23)cc1
 : 10 | -1 | 0.2 | -5 | -2 | 3 | i | -4 | 2
- CC(=O)C1C(=O)c2c(cccc2[N+](=O)[O-])C1=Nc1ccc(S(N)(=O)=O)cc1 (centres undefined)
 : 14 | 12 | 0.5 | 3 | 2 | -1 | i | -5 | -1
- COc1cc(/C=N/NC(=S)Nc2cccc(S(=O)(=O)N(C)C)c2)cc(OC)c1O
 : -13 | 12 | 0.8 | -11 | 0 | 7 | i | -2 | -5
- CC1=CC(C)C(/C=N/N=C(N)N)C(C)C1 (centres undefined)
 : 2 | 3 | 0.2 | 0 | -1 | -2 | i | -8 | -2
- Cc1ccc(S(=O)(=O)N(C)CCCC(=O)NC(C)(C)C)cc1
 : 6 | -4 | -0.8 | -10 | 1 | 1 | i | -3 | -8
- Cc1cccc(C(=O)Nc2ccc3ccccc3c2)c1
 : 3 | 0 | -0.9 | -7 | 1 | 20 | i | -2 | 22
- CCN(CC(=O)NCc1cccs1)c1nnnn1-c1ccccc1
 : -2 | -1 | 0.0 | -1 | 1 | -15 | i | 4 | -8
- NCCSc1c(-c2ccc(Cl)cc2)[nH]c2ccccc12
 : -8 | -4 | 0.4 | -7 | -32 | 6 | i | -3 | -48
- CCOC(=O)c1ccc(NC(=S)N2CCN(CCO)CC2)cc1
 : -6 | 0 | 0.4 | 2 | -1 | 12 | i | -2 | -4
- CC1=C(C(=O)N2CCCCCC2)CC(CC(=O)NCC2CCCCC2)C(=O)N1Cc1ccccc1 (centres undefined)
 : 0 | 3 | 0.6 | -8 | 2 | 5 | i | -2 | -2
- OC(CCCC(O)c1ccccc1)c1ccccc1 (centres undefined)
 : 2 | 2 | -2.0 | -5 | 8 | -9 | i | 3 | -2
- O=C1N=C(N2CCCC2)S/C1=C\c1cccc(Br)c1
 : -14 | 1 | 2.0 | -7 | 0 | -7 | i | -2 | 2

Results in CendR NRP1 mod, for three of the compounds above:
Compound,CendR NRP1 mod
O=C1N=C(N2CCCC2)S/C1=C\c1cccc(Br)c1,-14
Cc1ccc(S(=O)(=O)N(C)CCCC(=O)NC(C)(C)C)cc1,6
Cc1cccc(C(=O)Nc2ccc3ccccc3c2)c1,3

The results go on.
Each structure is followed by: CendR NRP1 mod | MT1-MMP act inh | MsrA inhibitor | eLon inh | Rin1 Abl inh | SKN-1 block | Neddyl block | bovine MsrA act | FAS TE block
- COc1ccc(/C=C2\Oc3cc(OCC(=O)N4CCC[C@H]4C(=O)O)ccc3C2=O)c(OC)c1OC
 : 7 | 4 | 5.1* | 1 | -1 | -5 | i | -7 | -4
- CCN(CC)S(=O)(=O)c1ccc(/C=C/C(=O)OCC(=O)Nc2cccc3ccccc23)cc1
 : -6 | 3 | -0.8 | -12 | -2 | 4 | i | -2 | 17
- C=CC[C@H]1C=C[C@@H](C(C(=O)OC)C(=O)OC)CN1C(C)=O
 : -3 | 3 | -0.5 | -3 | 1 | 7 | i | -2 | -4
- CC(C)NC(=O)CN(CCc1ccccc1)S(C)(=O)=O
 : -10 | 2 | 0.5 | -11 | 0 | 14 | i | -3 | -10
- Nc1c(C(=O)c2ccccc2)oc2ccc([N+](=O)[O-])cc12
 : 3 | 13 | 1.0 | 4 | -3 | -3 | i | -13 | 6
- Cc1ccc(-c2nnc(-c3ccc(NC(=O)Cc4cccs4)cc3)o2)cc1
 : -12 | 1 | -0.8 | 0 | 2 | -9 | . | -10 | -2
- Cc1cc(OCc2cc(C(=O)N(C)CCOc3ccccc3)no2)cc(C)c1Cl
 : 0 | 4 | 0.5 | -5 | 3 | 3 | i | -3 | 24
- S=C(NCc1ccco1)Nc1ccc(Oc2ccc(Cl)cc2)cc1
 : -6 | -5 | -0.3 | -2 | 3 | 21 | i | -5 | 31
- COc1ccccc1/C=N/Nc1nc(C)cc(=O)[nH]1
 : 3 | 1 | 3.7 | -4 | -7 | 8 | i | -8 | -7
- CC1CCN(CCOc2ccc(C(=O)c3ccccc3)cc2)CC1
 : 2 | -3 | 0.7 | -6 | 0 | 2 | i | -1 | 0
- O=C(Nc1cccc(S(=O)(=O)NC2=NCCC2)c1)c1cc(-c2ccco2)nc2ccccc12
 : -26 | -2 | 2.4 | -1 | 1 | 5 | i | -3 | 1
- CC(C)CCN(C(=O)CNC(=O)c1ccco1)C(C(=O)NC1CCCCC1)c1ccco1 (centres undefined)
 : 1 | 5 | -0.9 | 9 | 4 | -1 | i | -4 | 1
- CCN(C(=O)[C@@H]1CCCN1C(=O)c1cccs1)c1nc2cc(Cl)ccc2s1
 : 10 | -9 | 0.0 | -3 | 0 | 6 | i | -5 | 29
- Cc1sc2ncn(CC(=O)NCCCC(=O)N3CCN(c4ccccc4)CC3)c(=O)c2c1C
 : 2 | 4 | -0.5 | 4 | 5 | 12 | i | 2 | 7
- COc1cc(NS(=O)(=O)c2ccc(NC(=O)COc3ccc(C)cc3C)cc2)nc(OC)n1
 : -4 | 6 | 0.6 | -2 | -1 | 29 | i | -2 | -8
- COc1ccc(CNC(=O)C(c2ccc(C)o2)N(C(=O)c2snc(C(N)=O)c2N)c2ccccc2OC)cc1 (centres undefined)
 : 2 | -4 | 1.7 | 0 | 0 | 12 | . | 0 | 7
- O=C(Nc1ccccc1F)NC1CCN(Cc2nnnn2Cc2ccc(F)cc2)CC1
 : -1 | 0 | 3.6 | -8 | -2 | -3 | i | -6 | 0
- O=C(NCc1nnc(SCC(=O)N2CCCCC2)o1)c1c(F)cccc1Cl
 : -4 | 1 | 0.9 | 2 | -1 | 9 | i | -1 | -6
- CCn1c(COc2ccccc2)nnc1SCC(=O)C(C)(C)C
 : 0 | 1 | 0.7 | -11 | -1 | 1 | i | -7 | -3
- CCCCC(=O)NS(=O)(=O)c1ccc(NS(C)(=O)=O)cc1
 : -6 | -4 | -0.8 | -5 | 1 | -6 | i | -2 | -10
- Cc1cccc(NC(=O)NCCc2ccc(Cl)cc2)c1
 : 2 | 3 | 1.6 | -7 | -3 | -3 | i | -3 | 2
- Nc1cc2c(cc1Br)-c1ccc(F)cc1C2O (centres undefined)
 : -3 | 4 | -0.8 | -6 | 3 | 6 | i | 1 | -1
- CC(NC(=O)COC(=O)C1CCN(c2ccc(C(F)(F)F)cn2)CC1)c1ccc(F)cc1 (centres undefined)
 : 3 | 5 | -0.6 | -10 | -1 | 8 | i | 1 | 31

Outcome played no part in choosing rows; any-hit rate near 4.2%.
